DUSP3 inh = inhibitors of human VHR1 phosphatase (DUSP3); P51452; recombinant VHR phosphatase, pNPP absorbance; inhibition, % at 13.3 µM; 290,000 compounds, 0.52% hits; AID 1654; in the data active = inhibition above about 50%; also: some compounds called inactive have numbers as strong as hits
Target sequence (P51452 whole entry, looked up): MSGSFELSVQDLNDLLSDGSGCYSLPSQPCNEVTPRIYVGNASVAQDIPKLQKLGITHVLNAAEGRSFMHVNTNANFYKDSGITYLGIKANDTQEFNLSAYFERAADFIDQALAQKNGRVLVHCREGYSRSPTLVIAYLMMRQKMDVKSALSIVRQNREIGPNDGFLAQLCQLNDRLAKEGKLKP
Y pestis TopoI = Y. pestis Topo-I inhibition via cleavage products; Y. pestis Topo-I cleavage product accumulation, plate reader; 360,000 compounds, 0.064% hits; activity, % at 10 µM; AID 504884; in the data active = activity above about 50%, passing the limit was not always enough; inconclusive = no clear call, values can overlap the other calls; also: inactives centre near 2
3CLpro inhibitor = SARS-CoV 3CLpro protease inhibition; recombinant SARS-CoV 3CLpro, quenched FRET peptide cleavage; inhibition, % at 6 µM; 290,000 compounds, 0.14% hits; AID 1706; in the data active = inhibition above about 12%
Anthrax LF inh2 = inhibitors of Bacillus anthracis lethal factor protease; P15917; multiplex microsphere protease cleavage assay, LF; inhibition, % at 10 µM; 360,000 compounds, 0.12% hits; also: plate controls were buffer without enzyme for full effect and enzyme alone for no effect
Target sequence (P15917 whole entry, looked up): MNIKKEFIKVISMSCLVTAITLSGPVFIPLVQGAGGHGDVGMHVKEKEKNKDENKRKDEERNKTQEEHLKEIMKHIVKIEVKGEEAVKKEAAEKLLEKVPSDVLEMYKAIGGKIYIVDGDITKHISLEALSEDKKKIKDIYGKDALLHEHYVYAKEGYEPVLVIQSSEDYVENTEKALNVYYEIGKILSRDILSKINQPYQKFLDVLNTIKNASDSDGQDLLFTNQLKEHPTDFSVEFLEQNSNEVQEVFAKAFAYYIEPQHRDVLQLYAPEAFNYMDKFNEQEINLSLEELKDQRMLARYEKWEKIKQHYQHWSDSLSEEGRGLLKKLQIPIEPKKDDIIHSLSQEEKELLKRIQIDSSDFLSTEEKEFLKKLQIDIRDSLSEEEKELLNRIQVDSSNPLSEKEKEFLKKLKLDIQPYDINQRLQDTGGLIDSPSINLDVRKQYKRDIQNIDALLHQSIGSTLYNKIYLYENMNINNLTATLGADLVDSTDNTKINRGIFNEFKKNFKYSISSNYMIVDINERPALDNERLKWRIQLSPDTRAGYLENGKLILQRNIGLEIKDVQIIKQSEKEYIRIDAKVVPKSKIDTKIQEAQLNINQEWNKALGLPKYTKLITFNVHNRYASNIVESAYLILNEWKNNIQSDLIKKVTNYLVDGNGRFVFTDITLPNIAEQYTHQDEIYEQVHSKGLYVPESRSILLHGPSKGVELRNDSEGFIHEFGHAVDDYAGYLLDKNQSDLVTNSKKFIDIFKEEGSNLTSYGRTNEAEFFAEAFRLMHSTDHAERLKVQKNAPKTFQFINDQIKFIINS
Vc quorum ag = quorum light induction in luxS cqsA deficient V. cholerae. V. cholerae BH1578 lux reporter, luminescence, 6 h. activation, % at 18.7 µM. 350,000 compounds, 0.16% hits. AID 588436; in the data active = activation mostly above about 9.7%, no sharp cut-off; inconclusive = no clear call, values can overlap the other calls; inactive = mostly below about 3.7%; also: not every result past the cut was called active; inactives centre near 0; reference of the scale not given here
BoNT A protease = blocks Botulinum neurotoxin A light chain protease; multiplex microsphere protease substrate cleavage, flow cytometry; inhibition, % at 10 µM; 360,000 compounds, 0.17% hits; AID 588499; also: plate controls were buffer without enzyme for full effect and enzyme alone for no effect
TcdB GH inh = TcdB glycohydrolase inhibition. inhibition, % at 9.99 µM. P18177. 350,000 compounds, 0.24% hits. TcdB glycohydrolase enzymatic assay, plate reader; in the data active = inhibition above about 10%
CCHFV vOTU inh = blocks the CCHF virus ovarian tumor domain protease; CCHFV vOTU protease, Pep-AMC fluorescence; AID 651958; 370,000 compounds, 0.55% hits; inhibition, % at 11.5 µM; in the data active = inhibition above about 30%; also: 0% = vehicle wells with enzyme and 100% = no enzyme wells
PfHsp40 yeast = rescue of PfHsp40-mediated yeast toxicity | 340,000 compounds, 0.68% hits | AID 504582 | S. cerevisiae expressing PfHsp40, growth rescue, ATP luminescence | growth rescue, % at 12.5 µM; in the data active = growth rescue above about 28%, passing the limit was not always enough; inconclusive = no clear call, values can overlap the other calls;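 also: yeast W303a lacking pdr1 and pdr3 grown in galactose medium; growth measured after three days at 30 °C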
PriA SSB inh = inhibitors of Klebsiella pneumoniae PriA binding to SSB C-terminal tail. AlphaScreen SSBct-PriA binding, biotinylated peptide. inhibition, % at 33 µM. 430,000 compounds, 0.6% hits. AID 1272365; in the data active = inhibition mostly above about 37%, no sharp cut-off; inactive = mostly below about 20%;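 also: plate controls were negative control peptide for no effect and reference peptide for full effect; strong numbers were not always called active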
Numbers without * were called inactive; i = inactive; ? = inconclusive; · = not tested or not shown; & = joins results of further samples. Rule as the data show it, unless noted: active = inhibition above about 30%; inconclusive = no clear call, values can overlap the other calls; inactive = below that. The list is partial; the hit share may differ from the screen's.

SMILES | DUSP3 inh | Y pestis TopoI | 3CLpro inhibitor | Anthrax LF inh2 | Vc quorum ag | BoNT A protease | TcdB GH inh | CCHFV vOTU inh | PfHsp40 yeast | PriA SSB inh
Cc1cc(C)n(CC(=O)N/N=C/c2cc(Br)cc([N+](=O)[O-])c2O)n1 | 1 | -4 | 7 | -1 | -0.3 | -2.7 | -0.2 | -1 | -1.4 | ·
O=c1cc(CSc2nc(NCc3ccccc3)c3ccccc3n2)nc2ccc(Cl)cn12 | 7 | 4 | 4 | 1 | i | 0.7 | 1.1 | 3 | 0.6 | -2
O=C(CCSc1ccccc1)Nc1ccc(OCc2ccccc2)cc1 | 16 | 1 | -3 | 0 | i | 0.1 | · | 13 | -1.3 | -11
CCN(CC(=O)NCc1ccc(F)cc1)CC(=O)Nc1ccc(S(=O)(=O)N2CCCC2)cc1 | 24 | 6 | 4 | -4 | -0.3 | -0.4 | 1.6 | 1 | -1.4 | 0
O=c1c(Cc2ccc(Cl)cc2Cl)c(O)ccn1Cc1ccncc1 | 32 | -1 | -4 | -1 | i | 0.2 | 0.8 | 4 | -0.8 | -3
Cn1cc(-c2csc(C(C)(O)c3cccnc3)n2)cn1 (stereo unspecified) | · | 1 | · | -6 | -0.1 | -1.0 | -9.4 | 8 | · | ·
CC1(C(=O)Nc2cccc(S(=O)(=O)N3CCOCC3)c2)Cc2ccccc2C(=O)O1 (stereo unspecified) | 6 | -4 | -6 | -5 | i | 0.5 | 1.4 | 6 | -0.8 | -8
CC(=O)N1CSCC1C(=O)O (stereo unspecified) | 21 | -3 | 3 | 7 | 12 | 0.6 | · | -10 | -1.6 | 0
COc1ccc(CCNC(=O)c2cc([N+](=O)[O-])cc([N+](=O)[O-])c2)cc1OC | 10 | -5 | 3 | -1 | i | -0.3 | 0.3 | 23 | 0.0 | -1
O=C(CNS(=O)(=O)c1ccc(F)c(Cl)c1)NCCc1ccccc1 | 8 | 0 | 6 | -10 | -0.8 | -0.6 | 0.1 | 4 | 0.4 | 2&-8

Brought forward from above: 7 entries; new compounds follow.
SMILES | DUSP3 inh | Y pestis TopoI | 3CLpro inhibitor | Anthrax LF inh2 | Vc quorum ag | BoNT A protease | TcdB GH inh | CCHFV vOTU inh | PfHsp40 yeast | PriA SSB inh
CCN(CC(=O)NCc1ccc(F)cc1)CC(=O)Nc1ccc(S(=O)(=O)N2CCCC2)cc1 | 24 | 6 | 4 | -4 | -0.3 | -0.4 | 1.6 | 1 | -1.4 | 0
O=c1c(Cc2ccc(Cl)cc2Cl)c(O)ccn1Cc1ccncc1 | 32 | -1 | -4 | -1 | i | 0.2 | 0.8 | 4 | -0.8 | -3
Cn1cc(-c2csc(C(C)(O)c3cccnc3)n2)cn1 (stereo unspecified) | · | 1 | · | -6 | -0.1 | -1.0 | -9.4 | 8 | · | ·
CC1(C(=O)Nc2cccc(S(=O)(=O)N3CCOCC3)c2)Cc2ccccc2C(=O)O1 (stereo unspecified) | 6 | -4 | -6 | -5 | i | 0.5 | 1.4 | 6 | -0.8 | -8
CC(=O)N1CSCC1C(=O)O (stereo unspecified) | 21 | -3 | 3 | 7 | 12 | 0.6 | · | -10 | -1.6 | 0
COc1ccc(CCNC(=O)c2cc([N+](=O)[O-])cc([N+](=O)[O-])c2)cc1OC | 10 | -5 | 3 | -1 | i | -0.3 | 0.3 | 23 | 0.0 | -1
O=C(CNS(=O)(=O)c1ccc(F)c(Cl)c1)NCCc1ccccc1 | 8 | 0 | 6 | -10 | -0.8 | -0.6 | 0.1 | 4 | 0.4 | 2&-8
CCCCCCCN=CC1=C(O)CC(c2ccccc2)CC1=O (stereo unspecified) | -5 | -3 | 0 | -1 | -0.2 | -0.2 | 0.2 | -4 | -0.1 | -21
Cc1ccc2c(c1)NCC(C(=O)NC1CCCCC1)O2 (stereo unspecified) | 2 | 1 | 4 | 0 | 0.4 | 0.3 | 1.2 | · | -0.3 | -8
CC(C)CC(=O)Nc1nnc(S(=O)(=O)N(C)Cc2ccco2)s1 | 2 | 0 | -7 | -1 | i | -1.7 | · | · | -0.6 | -3
CC(=O)c1c(Nc2ccccc2)sc(C(=O)c2ccccc2)c1C | -5 | 8 | -5 | 3 | -0.5 | 9.1 | · | -16 | -1.4 | -16
O=C(Cc1cccs1)N1CCN(C(=O)C2CCCO2)CC1 (stereo unspecified) | -5 | -11 | 5 | 0 | 0.1 | -0.5 | · | -3 | -0.1 | -12
S=c1[nH]nc(CCc2ccccc2)n1-c1ccc(Cl)cc1 | 9 | 17 | 3 | -6 | i | 0.3 | 1.9 | 2 | 0.7 | 5
CCN(CC)S(=O)(=O)c1cccc(C(=O)N/N=C/c2ccccc2OCC(=O)O)c1 | 18 | 2 | 2 | 2 | -0.2 | 0.1 | 1.1 | 4 | -1.0 | ·
Cc1onc(-c2ccccc2)c1C(=O)Nc1nnc(C(C)C)s1 | 14 | 7 | 1 | 1 | i | -2.9 | 0.6 | -5 | -1.0 | -8
CCn1cc(C(=O)N2CCCC2)c(=O)c2cc(S(=O)(=O)N3CC(C)CC(C)C3)ccc21 (stereo unspecified) | 34 | 11 | 6 | 0 | i | -0.5 | -0.3 | 13 | -0.2 | -19
C=CCN1C(=O)C(=O)N(Cc2nc3ccccc3s2)C1=O | 24 | 4 | -5 | 2 | i | 3.6 | 0.3 | 5 | -0.6 | 11
CC#CCN1c2ccccc2[C@]23C[C@@H](C(=O)OC)N(C(=O)OCC)C2=NC(C(=O)OC)=C(C(=O)OC)[C@H]13 | 4 | 3 | · | -5 | 0.3 | -0.1 | 2.2 | -14 | 0.0 | -2
CC1CN(C/C(=N\O)C23CC4CC(CC(C4)C2)C3)CC(C)O1 (stereo unspecified) | 32 | 5 | 2 | -6 | i | -2.1 | 0.2 | -10 | 0.5 | ·
O=C(CSc1ncccn1)Nc1ccccc1 | -11 | 0 | -7 | 3 | -2.5 | ? | · | -6 | 0.3 | -15&-7
CC(C)(C)Nc1nc2ccc([N+](=O)[O-])cc2o1 | 16 | 2 | -1 | -8 | -0.1 | ? | 0.1 | -2 | -0.6 | -4
CCS(=O)(=O)NCc1csc(-c2ccccc2)n1 | 6 | 1 | 1 | 0 | -0.6 | 0.3 | 1.4 | -2 | 1.0 | -7
OC(COc1ccccc1)CN1CCN(c2ccccc2)CC1 (stereo unspecified) | · | 4 | · | -5 | -0.8 | -0.1 | 0.1 | 8 | 0.0 | -4
COc1cccc(Cn2nnc(C(=O)NCc3ccccc3Cl)c2N)c1 | 29 | 22 | 1 | -5 | -1.4 | -0.6 | 0.2 | 1 | 2.0 | 3
OC(COCC1CC=CCC1)Cn1cnc2ccccc21 (stereo unspecified) | 4 | 7 | -2 | 0 | -0.3 | -0.1 | · | 8 | -0.1 | -13
COc1cc(OCc2ccc(C)cc2)ccc1CNC[C@H]1O[C@@H](n2cnc(C(N)=O)n2)[C@H](O)[C@@H]1O | · | -7 | · | -10 | i | -0.4 | -0.5 | 11 | -1.8 | 4
O=C(NCc1ccccc1)c1cc(C2CCCCN2C(=O)CCc2ccccc2)on1 (stereo unspecified) | · | 28 | · | 3 | i | 0.1 | 2.1 | 2 | · | ·

Of the compounds above, 2 have a thiophene ring, fused or not:
SMILES | DUSP3 inh | Y pestis TopoI | 3CLpro inhibitor | Anthrax LF inh2 | Vc quorum ag | BoNT A protease | TcdB GH inh | CCHFV vOTU inh | PfHsp40 yeast | PriA SSB inh
CC(=O)c1c(Nc2ccccc2)sc(C(=O)c2ccccc2)c1C | -5 | 8 | -5 | 3 | -0.5 | 9.1 | · | -16 | -1.4 | -16
O=C(Cc1cccs1)N1CCN(C(=O)C2CCCO2)CC1 (stereo unspecified) | -5 | -11 | 5 | 0 | 0.1 | -0.5 | · | -3 | -0.1 | -12

(listing goes on)
SMILES | DUSP3 inh | Y pestis TopoI | 3CLpro inhibitor | Anthrax LF inh2 | Vc quorum ag | BoNT A protease | TcdB GH inh | CCHFV vOTU inh | PfHsp40 yeast | PriA SSB inh
Cc1ccc(-n2nc3c(Cl)nnc(C)c3c2C)cc1 | -2 | 1 | 5 | -2 | -0.8 | -0.3 | -0.3 | -20 | 0.4 | -11
CC(=O)c1cccc(NC(=S)NCc2ccccc2)c1 | 5 | -4 | -2 | 3 | -0.4 | -0.8 | 0.3 | 6 | -1.2 | -9
Cc1c(NC(=O)c2cnn3c2NC(c2ccco2)CC3C(F)(F)F)c(=O)n(-c2ccccc2)n1C (stereo unspecified) | 2 | 2 | 1 | 2 | 0.0 | -0.5 | · | -3 | 0.7 | -10
COc1ccc(C(CNC(=O)c2cc(SC)ccc2Cl)N(C)C)cc1 (stereo unspecified) | -12 | -1 | 5 | -2 | -0.6 | -1.1 | 1.3 | -3 | 0.5 | -4
O=C(CCNS(=O)(=O)c1ccc(Cl)cc1)N1CCN(c2ccccn2)CC1 | 26 | 7 | -7 | -2 | -4.0 | 3.4 | -1.0 | 7 | 1.0 | 4
Cc1ccc(S(=O)(=O)N2CCN(C(C)C)CC2)cc1 | 47 | 10 | -2 | -5 | i | -1.6 | 0.9 | 4 | -0.6 | -5
O=c1nc2ccc(Cl)cn2c2ccc(S(=O)(=O)N3CCCCC3)cc12 | 2 | 5 | 6 | 2 | -2.1 | 0.3 | 0.4 | -56 | -0.5 | -16
O=C(CSc1nnc(COc2ccc(Cl)cc2)o1)N1CCCCC1 | -17 | 7 | 3 | -8 | 2.2 | -2.2 | 0.7 | 7 | 0.1 | -15
CCCn1c(NCc2cccc(OC)c2O)nc2ccccc21 | 31 | 5 | 2 | 6 | i | 0.0 | · | -8 | -1.8 | 2
CCCc1ccc(NC(=O)C2CCCN(c3cnccn3)C2)cc1 (stereo unspecified) | -4 | 25 | 1 | 1 | 0.6 | -1.5 | -1.3 | 0 | 0.3 | -8
COc1cccc(N(CC(=O)NCCSCc2ccc(C)cc2)S(C)(=O)=O)c1 | 4 | 18 | 0 | 22 | i | 3.6 | 0.1 | -14 | 0.1 | 5
CC(CC(=O)Nc1ccc2c(c1)OCO2)c1ccccc1 (stereo unspecified) | 1 | -10 | 0 | -12 | -0.1 | -0.3 | 1.2 | 6 | -2.5 | -1
Fc1ccc(NC2=NCCCCC2)cc1 | 0 | 9 | -1 | 0 | -0.4 | -0.9 | 1.3 | -3 | -1.8 | -5
COc1ccc(CCN=C(N)NS(=O)(=O)c2ccc(F)cc2)cc1OC | 1 | 6 | 2 | -4 | i | -2.4 | 0.1 | 13 | 3.6 | -6
CC1(C)CC(=O)C2=C(C1)Nc1ccccc1NC2c1cccnc1 (stereo unspecified) | -6 | 4 | · | -6 | -0.4 | -0.3 | 0.8 | 12 | 0.0 | 5
COc1ccc(-n2ncc3c2CC(C)(C)CC3NC(=O)c2cn[nH]c2)cc1 (stereo unspecified) | 2 | 0 | 2 | 0 | i | -1.7 | 1.8 | -16 | 0.2 | -4
CCCCNc1ccc2nsnc2c1[N+](=O)[O-] | -1 | -5 | -4 | 2 | -0.4 | 0.4 | · | 57* | 1.0 | -9
CCCNC(=O)c1ccc(C2SCC(=O)N2CCc2ccccc2)cc1 (stereo unspecified) | 21 | 12 | 4 | 2 | -0.2 | 1.6 | 0.4 | 0 | 2.1 | -4
COc1ccc2nc(C)cc(SCC(=O)N3CCCCC3)c2c1 | 31 | -4 | -1 | -1 | -0.3 | -0.4 | 2.1 | -4 | -1.6 | 6
CC(C)N1CCc2c(sc(NC(=O)c3ccc([N+](=O)[O-])o3)c2C(N)=O)C1 | 27 | -8 | -2 | -2 | 0.4 | -6.4 | 0.7 | 3 | 0.1 | ·
C=CCNc1nnc(Sc2ncccc2[N+](=O)[O-])s1 | 10 | -4 | 2 | -4 | -0.2 | -0.5 | 1.9 | 4 | 0.1 | 9
